CCT modulator – modulators of cytosolic chaperonin (CCT/TRiC) activity; 360,000 compounds, 0.3% hits; AID 651819; purified chaperonin ATPase assay, HTRF ADP detection, 30 min; activity change, % (no concentration beside the values), hits read low; in the data active means activity change below about -30%; further: on the % scale 0 is the no-effect control and ±100 the full control effect
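We incubate TRiC, 40 or 20 nM final, with library compounds at 76 uM and 10 uM ATP for 30 min at 37 °C. ADP formed is detected with Transcreener HTRF reagents after 30 min at room temperature.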
Nrf2 inh – blocks Nrf2 signaling. A549 ARE-Fluc reporter, luciferase luminescence, 18-24 h. 360,000 compounds, 2.1% hits. Potency, µM (highest dose often 46 µM), for the others: at the highest dose activity change, negative = inhibition, actives largely listed as inhibitors; further: potency means the concentration at half of the fitted maximal effect; on the % scale 0 is the no-effect control and ±100 the full control effect; nearly all actives have a fitted effect of over 60% in size
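Concentration-response testing used A549 ARE_Fluc cells at 5000 cells/well. Following an 18-24 h compound incubation, viability was read by fluorescence (Ex 405/Em 525) and luciferase output by luminescence.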
TGFb SMAD3 inh – inhibitors of TGF-b signaling; HepG2 CAGA-GFP TGF-b/SMAD3 reporter, GFP fluorescence, 18 h; TGF-beta stimulated, 500 pg/mL final; Potency, µM (titrated, usually from 46.1 µM), without a hit: at the highest dose activity, negative = inhibition, hits mostly inhibitors; 410,000 compounds, 1.2% hits; further: potency means the concentration at half of the fitted maximal effect; on the % scale 0 is the no-effect control and ±100 the full control effect; nearly all actives have a fitted effect of over 65% in size
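Smad-responsive CAGA-GFP expression was quantified in HEPG2 cells exposed to compounds and 500 pg/mL final TGF-beta for 18 h at 37 degrees C; unstimulated wells defined full inhibition.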
EPAC2 antag – EPAC2 (human) antagonism; Q8WZA2; EPAC2 GEF exchange of Rap1B-BODIPY-GDP, fluorescence; Potency, µM (doses to about 114 µM), for the others: at the highest dose activity, negative = inhibition, most hits filed as inhibitors; 360,000 compounds, 0.18% hits; AID 720708; further: potency means the concentration at half of the fitted maximal effect; on the % scale 0 is the no-effect control and ±100 the full control effect; nearly all actives have a fitted effect of over 45% in size; many of its hits are not listed in these tables
Target sequence (Q8WZA2 whole entry, looked up): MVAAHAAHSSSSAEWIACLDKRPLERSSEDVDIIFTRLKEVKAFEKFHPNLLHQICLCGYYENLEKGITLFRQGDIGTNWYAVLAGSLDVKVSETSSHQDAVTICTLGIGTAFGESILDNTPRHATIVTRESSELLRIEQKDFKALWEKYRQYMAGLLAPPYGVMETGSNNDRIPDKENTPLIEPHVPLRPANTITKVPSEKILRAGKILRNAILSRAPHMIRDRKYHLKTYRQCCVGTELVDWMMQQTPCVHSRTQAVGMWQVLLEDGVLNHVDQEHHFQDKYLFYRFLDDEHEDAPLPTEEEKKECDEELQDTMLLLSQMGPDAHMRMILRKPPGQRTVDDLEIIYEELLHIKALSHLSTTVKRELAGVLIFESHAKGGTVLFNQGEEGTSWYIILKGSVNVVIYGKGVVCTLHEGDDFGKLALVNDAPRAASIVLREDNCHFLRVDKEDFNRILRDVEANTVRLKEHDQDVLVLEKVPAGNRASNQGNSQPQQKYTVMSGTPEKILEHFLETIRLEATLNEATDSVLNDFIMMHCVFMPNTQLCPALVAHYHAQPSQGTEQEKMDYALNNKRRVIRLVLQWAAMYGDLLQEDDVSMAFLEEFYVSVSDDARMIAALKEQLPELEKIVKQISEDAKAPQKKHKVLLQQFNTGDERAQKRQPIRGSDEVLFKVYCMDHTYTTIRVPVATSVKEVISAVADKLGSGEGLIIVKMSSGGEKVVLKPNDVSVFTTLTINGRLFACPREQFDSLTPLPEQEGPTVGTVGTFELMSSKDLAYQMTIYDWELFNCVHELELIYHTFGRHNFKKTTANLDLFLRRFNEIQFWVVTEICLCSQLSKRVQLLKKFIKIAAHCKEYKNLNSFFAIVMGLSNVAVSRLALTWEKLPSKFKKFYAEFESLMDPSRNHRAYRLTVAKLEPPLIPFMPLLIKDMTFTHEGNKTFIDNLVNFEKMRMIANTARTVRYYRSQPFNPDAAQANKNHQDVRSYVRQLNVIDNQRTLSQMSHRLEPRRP
Nrf2 activator – activators of Nrf2 (ARE) signaling. AID 624171. Potency, µM (highest dose often 46.1 µM), inactives show top-dose activation, usual class: activators. 410,000 compounds, 0.31% hits. AREc32 ARE-luciferase reporter (MCF7-derived line), luminescence, 24 h; further: potency means the concentration at half of the fitted maximal effect; % of control where 0% means no effect; nearly all actives have a fitted effect of over 65% in size
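Reporter line AREc32 (ARE-Fluc), seeded overnight in OPTI-MEM with 5% FBS; compound pin-transferred, 24 hr at 37 deg C, 5% CO2; luminescent read-out.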
MmCpn inh – M. maripaludis TRiC chaperonin inhibition; purified Mm-Cpn ATPase, ADP Transcreener TR-FRET; Potency, µM (titrated, usually from 76.9 µM), without a hit: top-dose activity, negative = inhibition, usual class: inhibitors; 330,000 compounds, 0.031% hits; AID 504842; further: potency means the concentration at half of the fitted maximal effect; on the % scale 0 is the no-effect control and ±100 the full control effect; nearly all actives have a fitted effect of over 80% in size
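Measured: ADP formation by purified Mm-CPN. Conditions: 25 nM protein, 10 uM ATP, Tris pH 7.4 with Mg2+, K+ and DTT, 37°C for 30 min. Detection: Transcreener HTRF after 30 min at room temperature.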
A549 tox – kills or reduces viability of A549 cells in Nrf2 counter-screen. Potency, µM (highest dose often 46 µM), for the others: top-dose activity change, negative = cytotoxicity, actives largely listed as inhibitors. 390,000 compounds, 0.16% hits. AID 504648. A549 ARE-Fluc cells, CellTiter-Fluor viability, 18-24 h; further: potency means the concentration at half of the fitted maximal effect; on the % scale 0 is the no-effect control and ±100 the full control effect
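A549 ARE_Fluc cells in 5% FBS OPTI-MEM were exposed to compounds in concentration-response for 18-24 h at 37 deg C. Viability was read by CellTiter-Fluor fluorescence (Ex 405/Em 525) after 30 min, before the luciferase read.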
pAkt inh – blocks phosphorylation of Akt; Neuro2A IGF-stimulated pAkt S473 HTRF, 20 min; stronger effect = lower value; activity change, % for hits at 50 µM; 360,000 compounds, 0.32% hits; in the data active means activity change below about -80%; inconclusive means mostly about -51% to -80%; further: on the % scale 0 is the no-effect control and ±100 the full control effect
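Neuro2A cells in DMEM with 0.5% FBS, overnight at 37 deg C, given compound at single 50 µM final, then IGF (6 nM final) for 20 min at 37 deg C. Lysed; phospho-Akt Ser473 by HTRF after 24 h, 665/615 ratio.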
EPAC2 ag – EPAC2 (human) agonism | Q8WZA2 | EPAC2 activation, biochemical qHTS; response scale: 100% = 6.5 mM cAMP response | Potency, µM (titrated, usually from 154 µM), inactives show at the highest dose activation, usual class: activators | 360,000 compounds, 0.079% hits; further: potency means the concentration at half of the fitted maximal effect; nearly all actives have a fitted effect of over 50% in size
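Compounds were added across a concentration range to EPAC2 (100 nM), RAP1B-BODIPY-GDP (250 nM) and GDP (50 uM). After 5 min at room temperature, fluorescence was recorded at 5-min intervals for 30 min.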
* hit, by the source's call; i = inactive; ? = inconclusive; . = not tested or not shown; [ ] = remark or other dose. Unless noted, the call rests on the fitted dose curve; in most records, active means well fitted curve in the direction sought with a large enough effect; inconclusive means small, poorly fitted or top-dose-only effect, or another doubt; inactive means no such curve, though single readings can be large; an effect the other way counts as inactive or inconclusive.

SMILES	CCT modulator	Nrf2 inh	TGFb SMAD3 inh	EPAC2 antag	Nrf2 activator	MmCpn inh	A549 tox	pAkt inh	EPAC2 ag
COc1ccc(Cl)cc1NC(=O)CCn1c(=O)c2cccn2c2ccccc21	.	-29%	0%	.	9.7%	.	-1%	.	.
N#Cc1cnn2c(-c3ccccc3)ccnc12	-29	10%	0%	10%	1.7%	.	3%	i	12%
COc1cccc(NC(=O)CSC2=C(C#N)C(c3ccco3)C3=C(CCCC3=O)N2)c1 (centres undefined)	-0.2	-11%	-6%	-5%	-0.5%	-1%	-4%	i	-6%
Cc1nc(CC(=O)N2CCN(c3cccc(C)c3C)CC2)cs1	0.4	-23%	-11%	12%	-0.5%	-6%	-10%	.	-15%
Cc1ccc(OCC(=O)N[C@@H](C)c2nnc3ccccn23)cc1C	1.6	0%	12%	2%	-0.5%	1%	-5%	i	10%
Cc1csc2nc(O)c(C(=O)NC3CCCCC3C)c(=O)n12 (centres undefined)	0.1	?	17%	1%	-0.1%	1%	-14%	i	-8%
COc1ccc2nc(C)cc(N3CC(C)OC(C)C3)c2c1 (centres undefined)	1.1	?	13%	9%[57.1 µM]	-0.8%	0%	23%	i	-7%
CC1CC(C)(C)CC2(C1)NC(=O)N(CC(=O)Nc1ccc3[nH]c(=O)[nH]c3c1)C2=O (centres undefined)	-0.3	9%	-28%	-12%	-0.2%	?	-2%	i	-5%
CCn1nc(C(=O)OCC(=O)c2cc(C)n(Cc3cccs3)c2C)c2ccccc2c1=O	0.2	?	-11%	11%	2.5%	-6%	?	i	11%
Cc1cccc(NC(=O)COC(=O)c2nn(-c3ccccc3C(F)(F)F)cc2O)c1C	0.9	.	-8%	1%	0.1%	.	.	i	-4%
Cc1cc(C)n(CCNC(=O)CC2C(=O)NCCN2Cc2ccc(C)o2)n1 (centres undefined)	-1.6	13%	0%	7%	-0.1%	5%	0%	i	3%
O=S(=O)(O)c1cccc2c(N=Nc3ccc(O)c4ncccc34)cccc12	-0.1	-39%	3%	-28%	-0.7%	-3%	12µM*	i	?
Cc1ccc(C(=O)N2CCN(Cc3ccc4c(c3)OCO4)CC2)cc1[N+](=O)[O-]	1.6	16%	-1%	-10%	4.1%	5%	6%	i	2%
CCOc1ccc(CNC(=O)Cn2ccc3cc(S(=O)(=O)N4CCCCC4)ccc32)cc1	.	?	-30%	.	7.1%	.	-14%	.	.
Cc1ccc2c(c1)-c1nc(-c3ccccc3)cc(-c3ccccc3)c1CO2	.	5%	-9%	.	-1.5%	.	0%	.	.
CC(C)Sc1nnc(SCC(=O)NCCCN2CCCC2=O)s1	-1.0	10%	-5%	-5%	0.5%	0%	1%	i	-3%
COc1ccc2cc(S(=O)(=O)NCc3cccnc3)ccc2c1	-0.7	?	-41%	0%	0.4%	0%	-10%	i	12%
COc1ccccc1NC(=O)C1=C(C)Nc2nnnn2C1c1ccccn1 (centres undefined)	-3.3	21%	-12%	1%	10%	-1%	-4%	i	3%
CCCN(CC1CC1)c1cc2c(c3c1ccn3C)C1CCC2O1 (centres undefined)	0.5	.	-25%	?	-0.2%	.	.	i	5%
C=CCNc1sc(C(=O)c2ccc(C)cc2)c(N)c1C#N	-1.0	.	35%[activator]	2%	7.9%	-5%	-2%	i	0%
N#CCC(=O)N/N=C/c1cc(Br)ccc1OCc1cccc2ccccc12	-1.3	-15%	-22%	4%	0.2%	-6%	-4%	i	18%
CCOC(=O)C1CCCN(C(=O)c2ccc3c(c2)sc2nc(-c4ccc(CC)cc4)cn23)C1 (centres undefined)	.	-10%	-33%	.	3.4%	.	0%	.	.
Cn1nc([N+](=O)[O-])nc1Sc1nnnn1-c1cccc(C(=O)O)c1	-4.5	2%	5%	7%	-0.4%	2%	-3%	i	5%
O=C(Nc1cccnc1)c1ccco1	-1.5	?	-2%	-3%	-0.2%	0%	1%	i	7%
CCCOc1ccc(-c2nc(OC)c3ccccc3n2)cc1	-4.6	5%	-17%	-10%	7.5%	-2%	16%	i	15%
O=C(C[C@H]1C[C@@H]2c3cc(NC(=O)C4CCC4)ccc3O[C@@H]2[C@H](CO)O1)NC1CCCCC1	-1.9	.	7%	-7%	-1.4%	.	.	i	-9%
COc1ccc(OC)c2sc(NC(=O)c3ccc(Br)s3)nc12	-0.4	-3%	4%	-5%	-0.8%	-7%	-1%	i	-2%
C=CCn1c(=S)[nH]c2sccc2c1=O	-0.8	?	-14%	5%	1.4%	-6%	12%	i	-1%
COc1cc2c(cc1OC)C(=S)NC(C)(C)C2	0.9	?	-1%	-1%	0.2%	-1%	-2%	i	5%
CSc1nnc(-c2ccccc2)n1C	-2.2	-1%	-10%	-4%	0.0%	1%	1%	i	12%
O=C(CNCc1ccc(F)cc1)Nc1ccc(C(=O)N2CCCCC2)cc1	-0.5	0%	6%	-4%	0.3%	-7%	0%	i	4%
O=C(NCCc1ccccc1)c1ccc(CSc2nc3ccncc3n2Cc2ccccc2F)cc1	.	?	7.1µM*	.	3.6%	.	-24%	.	.
CCSc1oc(-c2ccco2)nc1S(=O)(=O)c1ccc(Br)cc1	.	-16%[9.27 µM]	-13%	.	-2.7%	.	0%	.	.
OC[C@@H]1CN(CCN2CCOCC2)C[C@H](n2cnc3c(NC4CCCC4)ncnc32)O1	0.4	.	8%	5%	0.5%[9.22 µM]	.	.	i	0%
CS(=O)(=O)Nc1nnc(CCc2ccccc2)s1	0.3	-8%	6%	-4%	-0.2%[9.22 µM]	0%	-4%	i	2%
O=C(O)c1ccc(Sc2nnc(-c3cccc(Br)c3)o2)c([N+](=O)[O-])c1	-1.2	-11%	-2%	3%	-0.6%	0%	2%	i	0%
Cc1ccccc1Nc1nc(N)nc(COC(=O)c2cccc(S(=O)(=O)N(C)C)c2)n1	-0.1	9%	-4%	12%	0.1%	3%	-1%	i	6%
Cc1cc2[nH]c(=O)c(=O)[nH]c2cc1S(=O)(=O)Nc1cccc(F)c1	-0.4	11%	2%	-6%	-0.7%	1%	-3%	i	4%
CCc1ccc(-c2cn3c(n2)SCC3)cc1	-2.7	?	-1%	0%	-1.0%	1%	0%	i	0%
O=C(Nc1ccccc1)c1cc(C2CCCCN2C(=O)CCCc2ccccc2)on1 (centres undefined)	0.7	.	17%	-10%	4.5%	.	.	i	16%

Shown with values under each structure: entries from further up.
Screens in order – CCT modulator | Nrf2 inh | TGFb SMAD3 inh | EPAC2 antag | Nrf2 activator | MmCpn inh | A549 tox | pAkt inh | EPAC2 ag
- O=C(O)c1ccc(Sc2nnc(-c3cccc(Br)c3)o2)c([N+](=O)[O-])c1
    -1.2 | -11% | -2% | 3% | -0.6% | 0% | 2% | i | 0%
- Cc1ccccc1Nc1nc(N)nc(COC(=O)c2cccc(S(=O)(=O)N(C)C)c2)n1
    -0.1 | 9% | -4% | 12% | 0.1% | 3% | -1% | i | 6%
- Cc1cc2[nH]c(=O)c(=O)[nH]c2cc1S(=O)(=O)Nc1cccc(F)c1
    -0.4 | 11% | 2% | -6% | -0.7% | 1% | -3% | i | 4%

(list continues)
SMILES	CCT modulator	Nrf2 inh	TGFb SMAD3 inh	EPAC2 antag	Nrf2 activator	MmCpn inh	A549 tox	pAkt inh	EPAC2 ag
COc1cc(/C=C2\SC(=Nc3ccc(Cl)c(C(=O)O)c3)NC2=O)c(Br)c(Br)c1O	-1.3	-15%	109%[activator]	?	0.0%	2%	?	i	22%
C#CCn1c(=NC(=O)c2ccccc2[N+](=O)[O-])sc2cc(S(C)(=O)=O)ccc21	-3.4	?	0%	2%	3.7%	1%	-4%	i	9%
O=C(N1CCC(O)(c2cccnc2)CC1)C12CC3CC(CC(C3)C1)C2	-0.3	-5%	-8%	3%	-0.9%	1%	3%	i	-12%
O=S(=O)(N/N=C\c1ccc2c(c1)OCO2)c1ccc(F)cc1	-1.5	-11%	-13%	16%	0.1%	2%	5%	i	12%
Cc1ccc(C)c(NC(=O)Nc2csc3c2CCCC3)c1	.	16%	-6%	.	-1.6%	.	5%	.	.
Cc1cccc2cc(CN(CCCN3CCOCC3)Cc3nnnn3C(C)(C)C)c(=O)[nH]c12	-2.4	-2%	-8%	0%	0.2%	-2%	1%	i	2%
CN(C)CCNC(=O)Cn1nc(-c2ccc(Cl)cc2)ccc1=O	-3.9	-3%	-1%	10%	0.2%	2%	-11%	i	1%
Brc1cc2c(cc1C1Nc3ccccc3C3C=CCC31)OCO2 (centres undefined)	-0.9	2%	?	5%	-0.7%	1%	1%	i	1%
Cn1c(SCC(=O)N2CCc3ccccc3C2)nnc1-c1ccncc1	2.4	2%	-15%	10%	-0.2%	2%	1%	i	3%
O=C1C=C(NCc2ccc(Cl)cc2Cl)C2(CCCCC2)O1	0.6	?	1%	14%	-1.0%	2%	-5%	i	11%
O=C(NNC1=NCCC1)c1cccc(S(=O)(=O)N2CCCC2)c1	0.6	12%	1%	16%	-0.8%	-1%	15%	i	-8%
Cc1cc(C)c(NC(=O)CS(=O)CC(=O)NCCCc2ccccc2)c(C)c1 (centres undefined)	2.3	5%	-26%	-1%	-0.7%	-1%	5%	i	-20%
CCCCCc1nnc(NC(=O)CN2C(=O)C3CCCCC3C2=O)s1 (centres undefined)	-1.8	-7%	-2%	-17%	-0.6%	1%	2%	i	9%
NC(=O)C1(N2CCCCC2)CCN(Cc2ccccc2Cl)CC1	-21	-1%	-13%	22%	2.1%	-1%	21%	i	3%
Cc1ccc(NC(NC(=O)c2ccccn2)C(Cl)(Cl)Cl)cc1 (centres undefined)	-6.3	-8%	-5%	-10%	-0.2%	0%	-4%	i	12%
CCc1cccc(NC(=O)C2CCCN(c3ncnc4onc(-c5ccc(F)cc5)c34)C2)c1 (centres undefined)	.	5%	-10%	.	5.2%	.	-7%	.	.
CCOP1(=O)C=C(C(C)(C)C)OC1c1ccc(F)cc1 (centres undefined)	-0.3	-8%	9%	6%	-1.7%	1%	1%	i	-3%

These rows are one share of the data; count on the stated rates, not on these rows.
